Pol beta inh: blocks human DNA polymerase beta activity. Potency, µM (highest dose often 114 µM), inactives show at the highest dose activity change, negative = inhibition, hits mostly inhibitors. Pol beta primer extension/strand displacement, fluorescence kinetic. P06746. AID 485314. actives 1.3% (n = 340,000); further: on the % scale 0 is the no-effect control and ±100 the full control effect
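Reaction started by 50 nM substrate onto compound-treated Pol beta (10 nM, 15 min preincubation, room temperature); plates read at 0 min and 10 min. Normalized concentration-effect data fitted by four-parameter Hill equation.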
BLM inh: inhibitors of human Bloom syndrome helicase BLM; P54132; recombinant BLM DNA unwinding, fluorescence dequenching; Potency, µM (top dose mostly 56.1 µM), without a hit: at the top dose activity change, negative = inhibition, actives largely listed as inhibitors; actives 0.2% (n = 350,000);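 further: plate controls were vehicle for no effect and no enzyme for full effect; nearly all actives have a fitted effect of over 35% in size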
POLH inh: blocks human DNA polymerase eta activity; recombinant Pol eta, fluorescent DNA replication assay; AID 588591; actives 1.2% (n = 390,000); Potency, µM (doses to about 114 µM), for inactives: at the highest dose activity change, negative = inhibition, usual class: inhibitors; further: on the % scale 0 is the no-effect control and ±100 the full control effect
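Pol eta at 10 nM preincubated with compounds 15 min at room temperature; reaction started with fluorescent substrate (50 nM final) and read kinetically at 0 and 10 min.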
APE1 inh: APE1 (human) endonuclease inhibition; Potency, µM (series often up to 65.8 µM), for inactives: top-dose activity change, negative = inhibition, most hits filed as inhibitors; actives 0.35% (n = 350,000); AID 2517; recombinant APE1, TAMRA/BHQ-2 abasic DNA cleavage fluorescence;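 further: plate controls were vehicle for no effect and reference inhibitor for full effect; nearly all actives have a fitted effect of over 55% in size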
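Readout is kinetic fluorescence (ex 525, em 598 nm) from cleavage of 50 nM TAMRA/BHQ-2 THF abasic duplex by 0.75 nM APE1, compound added 15 min beforehand at RT.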
Anesthetic bind: binds horse apoferritin like a general anesthetic; AID 485281; actives 0.074% (n = 350,000); Potency, µM (highest dose often 77.5 µM), inactives show at the highest dose activity change, negative = displacement, hits mostly inhibitors; apoferritin/1-aminoanthracene competitive binding, fluorescence; further: on the % scale 0 is the no-effect control and ±100 the full control effect; nearly all actives have a fitted effect of over 20% in size
Target sequence (P02791 2-175 limits assumed): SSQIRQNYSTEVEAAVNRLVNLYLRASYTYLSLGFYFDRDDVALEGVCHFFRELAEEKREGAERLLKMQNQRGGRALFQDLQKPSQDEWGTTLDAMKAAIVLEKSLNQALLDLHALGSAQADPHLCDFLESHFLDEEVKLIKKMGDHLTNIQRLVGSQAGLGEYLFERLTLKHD
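Probe: 1-aminoanthracene (50% saturated, PBS). Protein: horse-spleen apoferritin, 10 uM. Incubation: 10 min, room temperature. Detection: 380 nm excitation, 535 nm emission. Analysis: normalized response, four-parameter Hill.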
POLK inh: blocks human DNA polymerase kappa activity; Q9UBT6; Potency, µM (titrated, usually from 107 µM), for inactives: top-dose activity, negative = inhibition, most hits filed as inhibitors; purified Pol kappa, fluorescent DNA synthesis assay, 10 min; actives 0.53% (n = 400,000); further: on the % scale 0 is the no-effect control and ±100 the full control effect
Target sequence (Q9UBT6 whole entry, looked up): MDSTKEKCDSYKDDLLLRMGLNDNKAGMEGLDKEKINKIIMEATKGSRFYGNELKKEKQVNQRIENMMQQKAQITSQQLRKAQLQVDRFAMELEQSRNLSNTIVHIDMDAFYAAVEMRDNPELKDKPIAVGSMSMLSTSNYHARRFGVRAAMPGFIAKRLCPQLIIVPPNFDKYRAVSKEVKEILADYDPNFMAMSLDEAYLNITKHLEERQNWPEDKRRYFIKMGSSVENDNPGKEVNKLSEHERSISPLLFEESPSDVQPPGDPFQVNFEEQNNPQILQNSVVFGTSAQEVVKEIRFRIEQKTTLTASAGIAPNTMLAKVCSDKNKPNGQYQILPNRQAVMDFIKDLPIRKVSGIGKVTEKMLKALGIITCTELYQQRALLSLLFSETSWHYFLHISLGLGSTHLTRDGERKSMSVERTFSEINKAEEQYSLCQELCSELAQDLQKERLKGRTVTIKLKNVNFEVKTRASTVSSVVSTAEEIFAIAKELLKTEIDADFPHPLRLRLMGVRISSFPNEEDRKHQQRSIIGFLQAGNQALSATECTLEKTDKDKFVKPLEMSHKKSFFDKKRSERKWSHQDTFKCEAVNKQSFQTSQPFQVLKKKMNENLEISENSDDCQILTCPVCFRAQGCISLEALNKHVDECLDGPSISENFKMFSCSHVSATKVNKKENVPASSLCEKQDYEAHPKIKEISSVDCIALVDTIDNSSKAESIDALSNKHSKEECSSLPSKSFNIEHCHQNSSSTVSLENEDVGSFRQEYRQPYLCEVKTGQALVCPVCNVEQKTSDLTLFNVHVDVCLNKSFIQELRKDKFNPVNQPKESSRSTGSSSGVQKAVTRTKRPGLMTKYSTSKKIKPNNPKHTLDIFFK
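First, compounds were pin-transferred onto 10 nM Pol kappa. After 15 min at room temperature, substrate was added to 50 nM final. Fluorescence was then measured kinetically at 0 and 10 min.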
Pol iota inh: DNA polymerase iota (human) inhibition. Q9UNA4. Pol iota fluorescent replication assay, 10 min. Potency, µM (highest dose often 115 µM), for inactives: at the top dose activity, negative = inhibition, hits mostly inhibitors. actives 1% (n = 390,000). AID 588590
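Fluorescent replication assay read twice, at 0 min and 10 min after adding 50 nM (final) substrate. Enzyme (10 nM) and compounds were first incubated 15 min at room temperature; enzyme-free buffer wells were negative controls.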
G9a block: G9a (human) methyltransferase inhibition. Q96KQ7. G9a H3K9 monomethylation, AlphaScreen, 2 h. Potency, µM (titrated, usually from 102 µM), without a hit: top-dose activity, negative = inhibition, actives largely listed as inhibitors. actives 8.8% (n = 350,000). AID 504332; further: on the % scale 0 is the no-effect control and ±100 the full control effect; nearly all actives have a fitted effect of over 75% in size
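Step 1: enzyme (final 20 nM) with compound, 15 min RT. Step 2: substrate peptide 500 nM and SAM 20 uM, 2 h RT. Step 3: anti-H3K9me1 antibody and AlphaScreen beads, 10 min, then plate read.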
BAZ2B block: BAZ2B (human) inhibition | AlphaScreen BAZ2B-H3K14Ac peptide displacement | Potency, µM (titrated, usually from 114 µM), without a hit: at the top dose activity change, negative = inhibition, hits mostly inhibitors | actives 4.4% (n = 360,000) | AID 504333; further: on the % scale 0 is the no-effect control and ±100 the full control effect; nearly all actives have a fitted effect of over 60% in size
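AlphaScreen luminescence quantifies BAZ2B engagement of H3K14Ac peptide; the protein and biotinylated peptide are both at 50 nM final, buffer PBS pH 7.4 with 0.01% Tween-20, all steps at room temperature.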
Active calls of the source: *; & = joins results of further samples; [ ] = dose if it differs, or a comment. The call rests on the fitted dose curve; in most records, active means well fitted curve in the direction sought with a large enough effect; inconclusive means small, poorly fitted or top-dose-only effect, or another doubt; inactive means no such curve, though single readings can be large; an effect the other way counts as inactive or inconclusive. Potency means the concentration at half of the fitted maximal effect.

Screening Cc1cccc(NC(=O)N(Cc2cc3cc(C)cc(C)c3[nH]c2=O)CC2COCCO2)c1 (configuration not stated) returned Pol beta inh 4%, BLM inh -9%, POLH inh inconclusive, APE1 inh -5%, Anesthetic bind -10%, POLK inh 0%, Pol iota inh inconclusive, G9a block -10%[12.7 µM] and BAZ2B block -31%.
For CC(OC(=O)C1CC(=O)N(Cc2ccco2)C1)C(=O)Nc1ccccc1[N+](=O)[O-] (configuration not stated) the results were POLH inh -22%, APE1 inh 3%, POLK inh -13%, Pol iota inh 5%, G9a block 20%[59 µM] and BAZ2B block 3%.
CCN(CC(=O)NC(=O)NC1CCCCC1)Cc1ccccc1 was read as POLH inh -10%, APE1 inh -6%, POLK inh -10%, Pol iota inh 17%, G9a block inconclusive and BAZ2B block 6%.
For O=C(c1cccs1)N1CCC(c2nc3c(nnn3Cc3ccccc3Cl)c(=O)[nH]2)CC1 the results were Pol beta inh 2%, BLM inh -6%, POLH inh -20%, APE1 inh 15%, Anesthetic bind -6%, POLK inh 3%, Pol iota inh 63%[activator], G9a block -9% and BAZ2B block -8%.
For N=C1SCC(=O)N1/N=C/c1ccccc1 the results were Pol beta inh -8%, BLM inh 0%, POLH inh -11%, APE1 inh 1%, Anesthetic bind -13%, POLK inh -10%, Pol iota inh 10%, G9a block inconclusive and BAZ2B block -18%.
`Cc1cc(OCC(=O)OCC(=O)Nc2ccc(Cl)cn2)ccc1Cl` gave POLH inh -14%, APE1 inh -9%, POLK inh -20%, Pol iota inh 18%, G9a block 16%[59 µM] and BAZ2B block 0%.
For O=C(NCc1ccc(Cl)cc1)C1CCN(S(=O)(=O)c2ccccc2)CC1 the results were Pol beta inh 4%&13%, BLM inh -3%&-7%, POLH inh -15%&-15%, APE1 inh 4%, Anesthetic bind -5%&2%, POLK inh -23%&-16%, Pol iota inh 73%&11%[activator], G9a block -6% and BAZ2B block -7%&2%.
Cc1c(C(=O)Nc2cccc(S(=O)(=O)N3CCOCC3)c2)oc2ccccc12 was read as POLH inh 0%, APE1 inh 7%, POLK inh -11% and Pol iota inh 65%[activator].
Cc1cc(C)n2nc(SCc3nnc(-c4ccc(F)cc4)o3)nc2n1 was read as Pol beta inh -2%, BLM inh -6%, APE1 inh -4%, Anesthetic bind -16%, G9a block 32µM* and BAZ2B block -18%.
`Cc1ccc(S(=O)(=O)CCC(O)c2ccc(Cl)cc2)cc1` (configuration not stated) gave Pol beta inh 1%, BLM inh -3%, POLH inh -17%, APE1 inh 56%[activator], Anesthetic bind -7%, POLK inh -6%, Pol iota inh -20%, G9a block -5% and BAZ2B block 0%.
NC(=O)NOCc1c(Cl)cccc1Cl was read as Pol beta inh 63%, BLM inh -1%, POLH inh -8%, APE1 inh -7%, Anesthetic bind inconclusive, POLK inh 1%, Pol iota inh 41%[activator], G9a block 9% and BAZ2B block -3%.
Screening O=C(CSc1nc(O)cc(=O)[nH]1)N1CCCc2ccccc21 returned Pol beta inh -18%, BLM inh 1%, POLH inh 2%, APE1 inh -2%, Anesthetic bind -5%, POLK inh -15%, Pol iota inh inconclusive, G9a block 9%[2.33 µM] and BAZ2B block -8%.
O=C(COC(=O)c1ccc(O)cc1)c1ccc2c(c1)OCCO2 was read as POLH inh -3%, APE1 inh 5%, POLK inh -9%, Pol iota inh 3%, G9a block -17% and BAZ2B block -1%.
S=C(Nc1ccccc1)N1CCN(Cc2ccccc2)CC1 was read as Pol beta inh 12%, BLM inh -1%, POLH inh -5%, APE1 inh 6%, Anesthetic bind 0%, POLK inh 6%, Pol iota inh 11%, G9a block inconclusive and BAZ2B block -20%.
Screening CC(C)[C@@H](C(=O)O)N(Cc1cccc(CN([C@H](C(=O)O)C(C)C)S(C)(=O)=O)c1)S(C)(=O)=O returned Pol beta inh -10%, BLM inh 1%, POLH inh -4%, APE1 inh 18%, Anesthetic bind -4%, POLK inh -14%, Pol iota inh 5%, G9a block inconclusive and BAZ2B block -32%.
COCCNC(=O)CN(C(=O)Cn1nnc2ccccc21)c1ccc(C)cc1 was read as Pol beta inh 1%, BLM inh -1%, POLH inh -21%, APE1 inh -1%, Anesthetic bind -10%, POLK inh -9%, Pol iota inh 27%, G9a block 23% and BAZ2B block -11%.
`Cc1ccc2nc(-c3ccc(Br)cc3)cn2c1` gave Pol beta inh -10%, BLM inh -1%, POLH inh -1%, APE1 inh 8%, Anesthetic bind -6%, POLK inh 8%, Pol iota inh 0%, G9a block -9% and BAZ2B block -16%.
O=C(CSc1nnc(-c2ccc(Br)cc2)o1)Nc1cccc(C(=O)O)c1 was read as Pol beta inh 27%, BLM inh -6%, POLH inh -8%, APE1 inh -3%, Anesthetic bind -1%, POLK inh -15%, Pol iota inh 23%, G9a block 46% and BAZ2B block -3%.
CN(C(=O)c1ccccc1C(=O)OCC(=O)c1ccccc1)c1ccccc1 was read as POLH inh -16%, APE1 inh 24%, POLK inh 5%, Pol iota inh 58%[activator], G9a block 0%[12.7 µM] and BAZ2B block 1%.
For O=C(Nc1cc(S(=O)(=O)N2CCCCCC2)ccc1OCC(F)(F)F)c1ccc(=O)[nH]c1 the results were POLH inh -9%, APE1 inh 8%, POLK inh 13%, Pol iota inh 33%[activator], G9a block 16%[12.7 µM] and BAZ2B block -2%.

A draw from above in order of formula weight, lowest first.
O=C(COC(=O)c1ccc(O)cc1)c1ccc2c(c1)OCCO2 was read as POLH inh -3%, APE1 inh 5%, POLK inh -9%, Pol iota inh 3%, G9a block -17% and BAZ2B block -1%.
Screening O=C(CSc1nc(O)cc(=O)[nH]1)N1CCCc2ccccc21 returned Pol beta inh -18%, BLM inh 1%, POLH inh 2%, APE1 inh -2%, Anesthetic bind -5%, POLK inh -15%, Pol iota inh inconclusive, G9a block 9%[2.33 µM] and BAZ2B block -8%.
Cc1cc(C)n2nc(SCc3nnc(-c4ccc(F)cc4)o3)nc2n1 was read as Pol beta inh -2%, BLM inh -6%, APE1 inh -4%, Anesthetic bind -16%, G9a block 32µM* and BAZ2B block -18%.

The list goes on:
Cc1ccccc1C(=O)N1CCCCC1CCN1CCCCC1 (configuration not stated) was read as Pol beta inh 31%, BLM inh -5%, POLH inh -7%, Anesthetic bind -1%, POLK inh -12%, Pol iota inh 7%, G9a block 10%[59 µM] and BAZ2B block -2%.
For O=C(c1ccccc1)c1c[nH]c(C(=O)NNc2cccc(Cl)n2)c1 the results were Pol beta inh -6%, BLM inh -5%, POLH inh -7%, APE1 inh 17%, Anesthetic bind -7%, POLK inh 8%, Pol iota inh 25% and BAZ2B block -5%.
For CC(=O)Oc1c2c(c3c(c1CC=C(C)C)O[C@@]14C(=CC5CC1C(C)(C)OC4(C/C=C(\C)C(=O)O)C5=O)C3=O)OC(C)(CCC=C(C)C)C=C2 (some centres not stated) the results were BLM inh -15%, APE1 inh -5%, Anesthetic bind inconclusive, POLK inh 32µM* and G9a block -6%[2.33 µM].
`Cn1c(=O)c2c(-c3ccccc3)n(Cc3ccccn3)cc2n(C)c1=O` gave Pol beta inh -3%, BLM inh 0%, POLH inh -4%, APE1 inh -4%, Anesthetic bind -11%, POLK inh -6%, Pol iota inh 18%, G9a block inconclusive and BAZ2B block 50µM*.
`Cc1ccc(/C=C2/C(=N)N3N=C(CC(=O)N4CCCC4)SC3=NC2=O)cc1` gave Pol beta inh 8%, BLM inh -3%, POLH inh -5%, APE1 inh 10%, Anesthetic bind -3%, POLK inh -6%, Pol iota inh 1%, G9a block inconclusive and BAZ2B block -11%.
Screening CCc1nn(CC(=O)N2CCN(CC)CC2)c(=O)c2cc3sccc3n12 returned Pol beta inh -3%, BLM inh 2%, POLH inh -12%, APE1 inh 3%, Anesthetic bind -5%, POLK inh 5%, Pol iota inh inconclusive and BAZ2B block 7%.
CCc1ccccc1NC(=O)COC(=O)C1C2CC3OC(=O)C1C3C2 (configuration not stated) was read as Pol beta inh 1%, BLM inh 1%, POLH inh -18%, APE1 inh 55%, Anesthetic bind 7%, POLK inh -4%, Pol iota inh -12%, G9a block 1% and BAZ2B block -25%.
`CCCc1c(C(=O)Nc2ccc(F)cc2F)cnn1-c1ccccc1` gave Pol beta inh inconclusive, BLM inh -11%, POLH inh -11%, APE1 inh 3%, Anesthetic bind -16%, POLK inh 3%, Pol iota inh 20%, G9a block 7% and BAZ2B block 0%.
C=CCn1c(=NC(=O)c2ccc(S(=O)(=O)N3CCCC3)cc2)sc2cc(NC(C)=O)ccc21 was read as Pol beta inh inconclusive, BLM inh -8%, POLH inh -16%, APE1 inh 2%, Anesthetic bind 37%[activator], POLK inh -2%, Pol iota inh inconclusive, G9a block -4%[59 µM] and BAZ2B block -20%.
CC1(C)CC(=O)C(N=Nc2c(F)cccc2F)=C(O)C1 was read as Pol beta inh 14%, BLM inh -5%, POLH inh -18%, APE1 inh -4%, Anesthetic bind -7%, POLK inh 2%, Pol iota inh 8%, G9a block -2% and BAZ2B block -5%.
Screening Cc1cccc(OCCC(=O)OCC(=O)Nc2c(C)nn(-c3ccccc3)c2C)c1 returned POLH inh -13%, APE1 inh -3%, POLK inh -7%, Pol iota inh -6%, G9a block 35µM* and BAZ2B block -3%.
For COc1cc(N)c(Cl)cc1C(=O)OCC(=O)N(C)C1CCCCC1 the results were POLH inh -20%, APE1 inh 7%, POLK inh 10%, Pol iota inh 33%[activator], G9a block 16%[12.7 µM] and BAZ2B block 4%.

3 entries picked at random from those above, as already listed:
Screening CCc1nn(CC(=O)N2CCN(CC)CC2)c(=O)c2cc3sccc3n12 returned Pol beta inh -3%, BLM inh 2%, POLH inh -12%, APE1 inh 3%, Anesthetic bind -5%, POLK inh 5%, Pol iota inh inconclusive and BAZ2B block 7%.
Cc1ccccc1C(=O)N1CCCCC1CCN1CCCCC1 (configuration not stated) was read as Pol beta inh 31%, BLM inh -5%, POLH inh -7%, Anesthetic bind -1%, POLK inh -12%, Pol iota inh 7%, G9a block 10%[59 µM] and BAZ2B block -2%.
CCN(CC(=O)NC(=O)NC1CCCCC1)Cc1ccccc1 was read as POLH inh -10%, APE1 inh -6%, POLK inh -10%, Pol iota inh 17%, G9a block inconclusive and BAZ2B block 6%.

Compound activity: PubChem BioAssay, National Center for Advancing Translational Sciences (NCATS)

Some of the compounds tested, so the mix of outcomes need not match the whole.
